Bioassay records as filed in PubChem BioAssay.
TDP1 inh – qHTS Assay for Inhibitors of Tyrosyl-DNA Phosphodiesterase (TDP1) | Potency, µM (highest dose often 130 µM), for the others: at the top dose activity change, negative = inhibition, most hits filed as inhibitors | AID 485290, 2010 | Tyrosyl-DNA phosphodiesterase 1 (Homo sapiens), Q9NUW8 | 350,000 tested, 0.28% active | recombinant TDP1, AlphaScreen DNA substrate cleavage; note: nearly all actives have a fitted effect of over 40% in size
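Here, a 5' biotin and 3' phosphotyrosine-FITC DNA oligonucleotide reports Tdp1 activity: intact substrate bridges AlphaScreen beads, while cleavage leaves a 3' phosphate and drops signal. All incubations at room temperature.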
TDP1 cell noCPT – qHTS for Inhibitors of human tyrosyl-DNA phosphodiesterase 1 (TDP1): qHTS in cells in absence of CPT. 420,000 tested, 15% active. Potency, µM (titrated, usually from 46.2 µM), inactives show top-dose activity change, negative = growth inhibition, usual class: inhibitors. DT40 Tdp1-/- hTDP1 cells, no CPT, ATP luminescence, 48 h; note: nearly all actives have a fitted effect of over 55% in size
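Chicken DT40 Tdp1-/- cells complemented with human TDP1, screened without camptothecin (DMSO vehicle only), 400 cells/well. Compounds pin-transferred, cells incubated at 37 °C for at least 48 hr. Growth read as ATP-dependent luminescence (CellTiter-Glo, 30 min at RT).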
KAT2A inh – qHTS Assay for Inhibitors of GCN5L2 | Histone acetyltransferase KAT2A (Homo sapiens), Q92830 | GCN5L2 HAT assay, ThioGlo1 CoA-SH fluorescence | Potency, µM (top dose mostly 58.9 µM), for inactives: at the highest dose activity change, negative = inhibition, most hits filed as inhibitors | 390,000 tested, 0.21% active | AID 504327, 2011
Target sequence (Q92830 whole entry, looked up): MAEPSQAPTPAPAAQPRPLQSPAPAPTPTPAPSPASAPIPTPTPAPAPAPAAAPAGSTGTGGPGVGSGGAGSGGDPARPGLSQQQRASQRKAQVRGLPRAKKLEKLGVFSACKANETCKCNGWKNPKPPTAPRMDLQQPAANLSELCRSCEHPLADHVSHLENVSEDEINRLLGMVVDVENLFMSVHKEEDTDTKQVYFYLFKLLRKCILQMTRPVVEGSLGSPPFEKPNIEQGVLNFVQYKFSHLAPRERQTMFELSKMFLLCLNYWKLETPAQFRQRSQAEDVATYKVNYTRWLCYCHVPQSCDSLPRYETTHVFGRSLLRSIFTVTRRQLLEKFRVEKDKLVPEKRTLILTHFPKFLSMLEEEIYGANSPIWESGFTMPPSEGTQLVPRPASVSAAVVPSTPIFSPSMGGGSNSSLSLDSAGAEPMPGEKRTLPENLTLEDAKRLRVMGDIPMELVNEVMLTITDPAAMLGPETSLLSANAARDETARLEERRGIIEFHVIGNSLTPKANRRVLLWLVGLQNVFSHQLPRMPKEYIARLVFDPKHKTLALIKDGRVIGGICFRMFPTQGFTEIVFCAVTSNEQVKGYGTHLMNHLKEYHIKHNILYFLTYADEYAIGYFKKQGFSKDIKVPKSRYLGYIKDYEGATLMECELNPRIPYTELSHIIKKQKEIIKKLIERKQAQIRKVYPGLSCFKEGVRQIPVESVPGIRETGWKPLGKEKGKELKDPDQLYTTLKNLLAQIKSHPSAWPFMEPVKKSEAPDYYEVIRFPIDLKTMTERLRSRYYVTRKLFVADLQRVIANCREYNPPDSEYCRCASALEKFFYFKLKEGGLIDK
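Fluorescence readout, Ex340nm/Em540nm: ThioGlo1 (50uM final) reacts with free CoA thiol released as 20nM GCN5L2 acetylates H3(1-25) peptide (75uM) using acetyl-CoA (70uM). Compound and enzyme sat 15 min beforehand; 20 min room-temperature reaction.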
Numbers without * were called inactive; ? = inconclusive; . = no result given; & = joins results of further samples; [ ] = remark or other dose. Calls come from the whole dose curve; as a rule, active = well fitted curve in the direction sought with a large enough effect; inconclusive = small, poorly fitted or top-dose-only effect, or another doubt; inactive = no such curve, though single readings can be large; an effect the other way counts as inactive or inconclusive. % is set by controls: 0 for no effect and ±100 for the full control effect; potency is the fitted concentration of half-maximal effect. These rows are one share of the data, so the mix of outcomes need not match the whole.

Compound	TDP1 inh	TDP1 cell noCPT	KAT2A inh
CCN(CC)C(=O)CSc1nc2cc3c(cc2c(=O)n1CCCCCC(=O)NCc1ccc(OC)cc1)OCO3	2%&-3%	?	-5%&1%
COc1cc(OC)cc(-c2cc(N)n(S(=O)(=O)Cc3ccccc3)n2)c1	3%	18µM*	-9%
CCNC(=O)/C(=C/c1ccc2c(c1)OCO2)NC(=O)c1ccc(Br)cc1	-9%	-23%	0%
Cc1ccc(CN2CCSc3ccc(C(=O)N4CCOCC4)cc32)cc1	8%	-19%	-7%
CCNc1nc(NC(C)C)nc(Nn2cnnc2)n1	-3%	-15%	3%
Cc1ccc(S(=O)(=O)N(CC(=O)NCc2ccncc2)C2CCCCC2)cc1	4%	9.2µM*	-2%
NC(=S)N/N=C/c1ccc(-c2cc(Cl)c(Cl)cc2Cl)o1	8%	4.6µM*	1%
N#Cc1nc(N2CCCC2)nc(N(c2ccccc2)c2ccccc2)n1	-1%	-20%	.
CC(C(N)=O)N1c2cccc3cccc(c23)S1(=O)=O (centres undefined)	3%	-7%	-10%
CCCCn1c(=N)n(CC(=O)O)c2ccccc21	0%	-5%	-2%
COc1ccccc1CNC(=O)c1ccc(OCC2CCCO2)cc1 (centres undefined)	1%	-20%	3%
Cc1cccc(-n2cc(-c3ccccc3)nc2SCC(=O)Nc2ccccc2Cl)c1	4%	?	-1%
CCOC(=O)C1CCCN(S(=O)(=O)c2ccc(S(=O)(=O)N3CCCC3)cc2)C1 (centres undefined)	2%	3.7µM*	1%
Cc1cc(NC(=O)CSc2nnc(-c3ccco3)o2)no1	1%	6%	.
CCOc1cc(C#N)ccc1OCC(=O)N1CCN(C(=O)c2cccs2)CC1	1%	3%	2%
O=C(COC(=O)C1=COCCO1)NC(=O)c1ccc(OC(F)F)cc1	5%	-19%	3%
Cc1ccc(C)c(N(CC(=O)NC2CCCCC2)C(=O)CNC(=O)c2ccco2)c1	11%	-7%	-3%
CCOc1ccc(NC(=O)C(CC(=O)O)Cc2ccccc2)cc1 (centres undefined)	5%	?	2%
CCCCN(CC)C(=O)c1ccccc1Oc1ccccc1	2%	?	-1%
CCCCCc1c(O)c2ccccc2[nH]c1=O	6%	1%	-7%
CC1Cc2ccccc2N1S(=O)(=O)c1c(N)n(C)c(=O)n(C)c1=O (centres undefined)	5%	0%	-5%
CC(C)OCc1cc(CN2CCN(c3cccc(C(F)(F)F)c3)CC2)c(O)c2ncccc12	13%	4.6µM*	1%
COc1ccc(Cn2c3nc4ccccc4nc3c3c(=O)n(Cc4ccco4)c(C)nc32)cc1	32µM*	.	?
CCOC(=O)Cn1nc(C)n(-c2ccc(Br)cc2)c1=O	-3%	-10%	10%
CSc1ccc(N2CCN(CCCNC(=O)Nc3ccccc3F)CC2)cc1	-3%	?	?
COc1ccc(C2C(C(C)=O)=C(O)C(=O)N2c2ccc(C)cc2)cc1 (centres undefined)	.	3%	-17%
O=C(CSc1nccc(=O)[nH]1)c1cc2ccccc2o1	2%	-6%	-3%
N[C@@H](Cc1ccc(F)cc1)C(=O)O	9%[56.1 µM]	?	-4%
Cc1ccc(SCC(=O)Nc2ccc(F)cc2[N+](=O)[O-])cc1C	8%	-26%	-5%
COc1ccc(Br)c2oc(SC)cc(=O)c12	2%&-1%	-28%	-15%[88.6 µM]
COc1cccc(C(=O)Nc2ccc(S(=O)(=O)Nc3onc(C)c3C)cc2)c1	6%	13%	-3%
Cc1ccc(/C=C/C(=O)Nc2ccc(N(C)C)cc2)o1	7%	?	-2%
O=C(c1ccccc1N1CCOCC1)N1CCCC(Nc2ccc(F)cc2)C1 (centres undefined)	3%	-14%	-3%
Oc1[nH]c2ccc(Br)cc2c1N=Nc1ccc(F)cc1	.	8%	22%
COn1c(SCc2ccc(C)cc2C)nc2ccccc2c1=O	-4%	18µM*	-5%
Cc1ccc(NC(=O)COC(=O)CN2C(=O)c3ccccc3C2=O)cc1	0%	3%	-2%
O=c1cc(-c2ccccc2)nc2cc(-c3ccc(F)cc3)[nH]n12	1%	6.5µM*	-7%
CC(=O)Nc1ccc(OCC(O)Cn2nc(C)c(C(C)=O)c2C)cc1 (centres undefined)	1%	-3%	-17%
CCOC(=O)c1c(NC(=O)CCC(=O)O)sc2c1CCCCC2	-3%	?	-14%
O=C(O)c1ccc(S(=O)(=O)N[C@@H](Cc2ccc(O)cc2)C(=O)O)cc1	6%	.	-10%

Limited to KAT2A inh, for some of the entries so far:
| molecule | KAT2A inh |
| --- | --- |
| O=C(c1ccccc1N1CCOCC1)N1CCCC(Nc2ccc(F)cc2)C1 (centres undefined) | -3% |
| CCOC(=O)Cn1nc(C)n(-c2ccc(Br)cc2)c1=O | 10% |
| Oc1[nH]c2ccc(Br)cc2c1N=Nc1ccc(F)cc1 | 22% |
| Cc1ccc(SCC(=O)Nc2ccc(F)cc2[N+](=O)[O-])cc1C | -5% |
| CSc1ccc(N2CCN(CCCNC(=O)Nc3ccccc3F)CC2)cc1 | ? |

Among those listed so far, these contain bromine:
Compound	TDP1 inh	TDP1 cell noCPT	KAT2A inh
CCNC(=O)/C(=C/c1ccc2c(c1)OCO2)NC(=O)c1ccc(Br)cc1	-9%	-23%	0%
CCOC(=O)Cn1nc(C)n(-c2ccc(Br)cc2)c1=O	-3%	-10%	10%
COc1ccc(Br)c2oc(SC)cc(=O)c12	2%&-1%	-28%	-15%[88.6 µM]
Oc1[nH]c2ccc(Br)cc2c1N=Nc1ccc(F)cc1	.	8%	22%

Continuation.
Compound	TDP1 inh	TDP1 cell noCPT	KAT2A inh
CCc1c(O)nc(SCC(=O)NC(C)(C)C)n(-c2ccccc2)c1=O	1%	-1%	-16%
Cc1ccc(CN2CCCn3nc(C(=O)NCCc4ccc(Cl)cc4)cc3C2=O)cc1	1%	?	18%
Cc1ccc(C(=O)O)cc1N1C(=O)CCCC1=O	-1%	-3%	26%
COc1ccc(N2C(=NC(=O)CCC3CCCC3)SC3CS(=O)(=O)CC32)cc1 (centres undefined)	0%	-18%	4%
COc1cc(OC)cc(C(=O)Nc2ccc3c(c2)N(C2CCCC2)C(=O)c2ccccc2S3)c1	-5%	?	-3%
CCOc1ccc(-c2[nH]ncc2Oc2ccccc2OC)c(O)c1	10%	?	?
COc1ccc(/C=C/C(=O)N(C)C2CCS(=O)(=O)C2)cc1 (centres undefined)	-2%	-9%	0%
COc1ccc(N2CCN(C(=O)CSCc3ccc(C)cc3)CC2)cc1	3%	18µM*	-2%
CCN1C(C)=C(C)S/C1=C1\SC(=S)N(N)C1=O	5%	-11%	-6%
CCOc1ccc2c(c1)C(C)=CC(C)(C)N2S(=O)(=O)c1ccc(C)cc1	-2%	6.5µM*	-15%
Cc1cc(OCc2cc3c(cc2Cl)OCO3)c2c(C)cc(=O)oc2c1	3%	?	-1%
Cc1cc(C)c2nc(N3CCC(C(=O)NCC4CCCO4)CC3)sc2c1 (centres undefined)	1%	-6%	-2%
CC(=O)Nc1ccc(C(=O)Nc2ccc(S(=O)(=O)Nc3nccc(C)n3)cc2)cc1	.	27%	1%
CCCCNC(=O)CN1CCN(Cc2ccc3cc(OC)ccc3c2)CC1	.	18µM*	-3%
CCc1ccccc1Nc1sc(C(=O)c2cccc(OC)c2)c(N)c1S(=O)(=O)c1ccccc1	3%	?	-7%
Cc1ccc(NC(=O)CNS(=O)(=O)c2cccs2)cc1F	0%	-19%	-9%
O=C(O)C1CCCCN1C(=O)c1ccc(S(=O)(=O)N2CCCC2)cc1 (centres undefined)	.	-18%	3%
CC1=CC(C)(C)NC(=S)N1c1ccc(C)cc1C	2%	?	-9%
O=C(NC1CCCCC1)c1ccc2c(c1)N(Cc1ccc(Cl)cc1)C(=O)c1ccccc1S2(=O)=O	-1%	-28%	-7%
CC(C)(c1ccccc1)c1ccc(OCCn2cnc3ccccc3c2=O)cc1	4%	?	-14%
CCN(Cc1ccccc1)S(=O)(=O)c1ccc2c(c1)NC(=O)CC(=O)N2	1%	-20%	-4%
Cc1ccc(NC(=O)CN2CCOCC2)cc1	.	0%	-1%
COC(=O)Cc1csc(NC(=O)c2ccc3ncsc3c2)n1	-10%	?	-8%
C/C(=N\NC(=O)COc1ccc(C)cc1[N+](=O)[O-])c1cccs1	3%	?	0%
COc1ccc(C2C(C(=O)Nc3ccccc3OC)=C(C)Nc3ncnn32)cc1 (centres undefined)	0%	1%	-2%
O=C(Nc1cccc(-n2cnnn2)c1)c1ccco1	10%	-12%	-18%
Cc1ccc(OCCSc2nnc(NC(=O)c3ccco3)s2)cc1	0%	-3%	-6%
COc1ccc(NS(=O)(=O)c2cc(NC(=O)[C@@H](NC(N)=O)C(C)C)ccc2C)cc1	2%	-28%	-21%
Cc1ccc(C)c(SCC(=O)Nc2oc(C)c3c(C)n[nH]c(=O)c23)c1	3%[0.505 µM]	-22%	-2%
Cc1noc(C)c1S(=O)(=O)N1CCN(c2ccccc2)CC1	3%	-24%	-7%
CC(C)(Oc1ccc(Cl)cc1)C(=O)OCC(=O)NCCc1ccc(S(N)(=O)=O)cc1	1%	-6%	-11%
Cc1cc(C)n(CC(C)NC(=O)c2cc(COc3ccc(F)c(F)c3)on2)n1 (centres undefined)	.	16µM*	-5%
CCCCCCCCCCCCC/C=C/C(O)C(COP(=O)(O)OCCN)NC(=O)CCCCCCCCCCCCCCCCC (centres undefined)	7%	.	21%
CC1CCN(CCc2nc3cc(NS(=O)(=O)c4ccc(F)cc4)ccc3n2C)CC1	-1%	-21%	-3%
CCOC(=O)c1cnc(-n2nc(C)cc2C)nc1NC	7%	?	-6%
